FAK blocker – FAK (human) kinase inhibition. Q05397. biochemical FAK kinase activity assay. inhibition, %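 (tested at 7 µM)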. 97,000 compounds, 0.84% hits; in the data active = inhibition above about 19%;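 note: 0% = DMSO and 100% = reference compound high control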
ERa coact pot – enhances coactivator binding to human estrogen receptor alpha | P03372 | TR-FRET ERalpha-LBD/SRC-Cy5 coactivator binding, 2 h; 100 = basal binding, no effect | coactivator binding (% of control), % at 25.6 µM | 86,000 compounds, 1.3% hits | AID 639; in the data active = activity above about 200%;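 note: binding measured in presence of low estradiol as agonist stimulus; 0% = peptide alone without receptor and 100% = receptor with peptide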
Target sequence (P03372 whole entry, looked up, the tested form may be a part): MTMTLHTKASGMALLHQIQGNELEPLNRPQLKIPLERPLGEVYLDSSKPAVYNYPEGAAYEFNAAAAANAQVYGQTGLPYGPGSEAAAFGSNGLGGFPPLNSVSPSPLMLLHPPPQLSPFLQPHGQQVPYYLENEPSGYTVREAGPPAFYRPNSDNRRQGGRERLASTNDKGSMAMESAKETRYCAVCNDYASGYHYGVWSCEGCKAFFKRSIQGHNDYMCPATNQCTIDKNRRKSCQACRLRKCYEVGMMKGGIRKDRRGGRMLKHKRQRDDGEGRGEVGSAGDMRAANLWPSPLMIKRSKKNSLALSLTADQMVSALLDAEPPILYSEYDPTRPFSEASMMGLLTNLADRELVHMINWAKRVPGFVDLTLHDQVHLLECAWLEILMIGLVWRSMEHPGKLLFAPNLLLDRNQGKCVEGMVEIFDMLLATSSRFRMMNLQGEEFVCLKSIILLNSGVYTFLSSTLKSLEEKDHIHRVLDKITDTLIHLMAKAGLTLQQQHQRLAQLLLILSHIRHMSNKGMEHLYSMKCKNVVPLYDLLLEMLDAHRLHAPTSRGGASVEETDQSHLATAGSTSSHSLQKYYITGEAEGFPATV
E coli WT exp – E. coli BW25113 growth inhibition, expanded screen; OD600 absorbance; growth inhibition, % at 100 µM; 98,000 compounds, 0.15% hits;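 active = growth inhibition above about 50% at one test dose, limit read from the data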;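 note: growth measured after 20 h incubation at 37 °C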
MT1-MMP txn act – MT1-MMP promoter transcription activation; activation factor at 10 µM; AID 750; HT1080 MT1-MMP promoter luciferase reporter, luminescence, overnight; stronger effect = higher value; 86,000 compounds, 0.16% hits;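 active = activation factor of at least 2 for MT1-MMP transcription at 10 µM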
Mac1 fbg inh – blocks human CD11b/CD18 adhesion to fibrinogen. P05107+P11215. K562 CD11b/CD18 adhesion to fibrinogen, ATPlite luminescence; Mn2+ added to activate the integrin. inhibition, % at 10 µM. 93,000 compounds, 0.54% hits;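 active = primary inhibition of 50% or more at 10 µM, then 40% or more on retest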; note: some results filed as inactive read as strong as hits
PLAP activator – activators of human placental alkaline phosphatase. purified PLAP enzyme, luminescent substrate read-out; stronger effect = higher value. P05187. activation fold at 20 µM. AID 696. 96,000 compounds, 1.2% hits; in the data active = activation fold above about 2
Target sequence (P05187 whole entry, looked up): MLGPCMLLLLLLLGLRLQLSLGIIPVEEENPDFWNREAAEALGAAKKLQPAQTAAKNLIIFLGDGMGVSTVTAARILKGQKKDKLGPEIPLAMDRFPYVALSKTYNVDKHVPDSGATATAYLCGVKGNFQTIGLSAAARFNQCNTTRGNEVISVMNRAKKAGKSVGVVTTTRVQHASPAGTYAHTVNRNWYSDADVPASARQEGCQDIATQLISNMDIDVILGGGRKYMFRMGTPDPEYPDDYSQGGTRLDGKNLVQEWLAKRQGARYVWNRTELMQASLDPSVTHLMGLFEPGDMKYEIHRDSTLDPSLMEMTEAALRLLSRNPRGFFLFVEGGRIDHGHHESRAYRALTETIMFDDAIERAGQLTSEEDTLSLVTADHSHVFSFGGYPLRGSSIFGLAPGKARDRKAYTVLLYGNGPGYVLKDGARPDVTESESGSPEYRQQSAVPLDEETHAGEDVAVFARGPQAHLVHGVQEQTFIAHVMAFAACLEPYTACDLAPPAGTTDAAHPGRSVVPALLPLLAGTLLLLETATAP
ERb coact inh – ER-beta (human) coactivator binding inhibition; TR-FRET ER-beta LBD / SRC1-Cy5 peptide binding; receptor agonist-loaded with 1 µM estradiol; inhibition, % at 25.6 µM; 86,000 compounds, 1.3% hits; AID 633;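 active = compounds whose percent inhibition of the receptor-coactivator binding signal exceeds about 50% in the single-dose screen, limit read from the data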;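 note: 0% = receptor plus peptide wells without compound and 100% = peptide-only wells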
Mac1 fbg enh – CD11b/CD18-fibrinogen binding enhancement; K562 CD11b/CD18 adhesion to fibrinogen, ATPlite luminescence; 93,000 compounds, 0.07% hits; activation, % at 10 µM; AID 1499;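 active = 10 µM primary screen giving 50% or more activity, confirmed by 40% or more on retest at that dose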; note: strong numbers were not always called active; reference of the scale not given here
ERa SRC1 inh – blocks coactivator binding to human estrogen receptor alpha. inhibition, % at 25.6 µM. P03372. 86,000 compounds, 1.7% hits. TR-FRET ER-alpha LBD / SRC-1 peptide, estradiol-bound; in the data active = inhibition above about 50%;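 note: 0% = receptor plus peptide control and 100% = peptide only without receptor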
The depositor's hits bear a star; x = not tested or not shown; [ ] = dose if it differs, or a comment. An unsorted share of the library; any-hit rate near 5.1%.

Second line of a record: FAK blocker	ERa coact pot	E coli WT exp	MT1-MMP txn act	Mac1 fbg inh	PLAP activator	ERb coact inh	Mac1 fbg enh	ERa SRC1 inh
CC(Nc1ncnc2nc[nH]c12)c1ccccc1 (stereo unspecified)
 : x	x	15	x	8	1.6	x	-5	x
Cc1cc2c(cc1C)NC(c1c(C)n(C)n(-c3ccccc3)c1=O)C1=C(CC(C)(C)CC1=O)N2 (stereo unspecified)
 : -3	98[fluorescence artefact?]	2	1.4	16	1.3	2[fluorescence artefact?]	-3	-6
COc1ccc(Cc2nnc(SC)[nH]c2=O)cc1
 : 2	106	-9	1.2	9	1	-2	1	0
CCCn1c2c(c(O)c(C(=O)NCCCN(CC)CC)c1=O)CCCC2
 : 1	93	x	1	x	x	-1[fluorescence artefact?]	x	-39
COCCCNC(=O)CCCOc1ccccc1
 : x	112	4	1.2	-1	1.1	-12	3	-5
COc1ccc(CCNC(=O)Cn2c(-c3nonc3N)nc3ccccc32)cc1OC
 : -1	91	0	1	5	1	0	1	4
CN1CCN(CCCNC(=O)CCCOc2cc(=O)n(C)c3ccccc23)CC1
 : 4	102	-12	1.1	-5	1.1	19	-3	-17
CC(C)C(NC(=O)OCc1ccccc1)C(=O)O (stereo unspecified)
 : 1	110	4	1	x	0.9	-14	x	-10
O=C(CN(c1ccc(Cl)cc1)S(=O)(=O)c1ccccc1)N/N=C/c1ccco1
 : 0	x	0	x	2	1.7	x	-6	x
COc1ccc(CCNC(=O)c2ccccc2NC(=O)c2ccco2)cc1OC
 : -1	104	4	1.1	x	1	3	x	-5
CCn1c2ccccc2c2nnc(SCC(=O)Nc3ncccn3)nc21
 : x	102[fluorescence artefact?]	-1	1	-8	0.9	7	-6	5
CCC(=O)Nn1cnc2c(c1=O)C1(CCCCC1)Cc1ccccc1-2
 : -2	109	12	x	-7	1.1	-2	-6	5
Cc1cc2c(C)c(C)c(=O)[nH]c2cc1N
 : 3	16[fluorescence artefact?]	4	x	0	1	44[fluorescence artefact?]	44	69*[fluorescence artefact?]
CN1C(=O)C(O)(C2COC(C)(C)CC2=O)c2ccccc21 (stereo unspecified)
 : 4	113	9	1.2	3	0.8	4	-4	-9
CCCCN(CC)S(=O)(=O)N1CCC(C(=O)NCCCN2CCOCC2)CC1
 : -2	108	-6	1.1	x	1.1	-5	x	0
COC(=O)c1sc2nc(CSc3nc4ccc(C)cc4[nH]3)[nH]c(=O)c2c1C
 : 1	64	1	1.4	-13	2*	20	0	30
CCC(=O)N1CCN=C1SCc1ccccc1Cl
 : -1	108	-2	1	0	1	-13	-2	-1
Cc1nc(N)sc1C(=O)Nc1ccccc1
 : 3	102	-8	1.3	14	0.9	2	0	-1
CCCN(CCC)C(=O)CSc1nc2n[nH]c(C)c2c(=N)n1-c1ccc(OC)cc1
 : 22*	x	3	1.1	3	x	x	0	x
CCCCCCC(=O)Nc1nc(C)c(-c2csc(Nc3ccc(Cl)cc3)n2)s1
 : -2	x	-12	x	1	1	x	12	x
CCOC(=O)N1CCN(c2ccc(O)cc2)CC1
 : -3	x	1	x	54*	0.8	x	-3	x
Cc1ccc(N2C(N)=C(C#N)C(c3cccnc3)C3=C2CC(C)(C)CC3=O)cc1 (stereo unspecified)
 : 0	109	9	1.2	-56	1.1	-19	5	-47
Cc1c(C#N)c(N=CN(C)C)c(C(=O)c2ccc(Br)cc2)n1-c1ccc(Cl)cc1
 : -2	105	-17	1.2	-42	1.4	-4	3	-6
COc1cc2[nH]c(=O)n(CCC(=O)NCc3cccnc3)c(=O)c2cc1OC
 : x	97	3	1	19	0.8	-3[fluorescence artefact?]	-4	3
CNC(=O)CN(C)S(=O)(=O)c1ccc(OC)c(Cl)c1
 : -2	97	-4	1	-4	0.8	-9	-1	-3
O=C(c1cccs1)n1nc(-c2ccc(Cl)cc2)nc1NCc1ccco1
 : 5	105	-11	1.5	x	1	-1	x	2
COc1cc(CC(=O)N2CCc3ccccc32)cc(OC)c1OC
 : x	95[fluorescence artefact?]	1	1.2	26	1.5	4	1	7
Cc1cc(Cl)ccc1OC(C)C(=O)NCCCCc1ccccc1 (stereo unspecified)
 : 2	x	8	x	0	0.8	x	-1	x
N=C1C(c2ccccc2)=C(O)C2CCc3ccccc3N12 (stereo unspecified)
 : x	73[fluorescence artefact?]	8	1.3	6	0.9	21	36	58*[fluorescence artefact?]
CCOc1ccc2nc(NC3=NC(C)(C)C=C(C)N3)nc(C)c2c1
 : 1	x	26	x	6	1.9	x	0	x

The results go on.
Second line of a record: FAK blocker	ERa coact pot	E coli WT exp	MT1-MMP txn act	Mac1 fbg inh	PLAP activator	ERb coact inh	Mac1 fbg enh	ERa SRC1 inh
Cc1ccc(-c2c(C#N)c(N)nc3c2CCCCC3)o1
 : x	106	-15	1.1	-13	0.9	5	-3	1
CCOC(=O)Nc1ccc(S(=O)(=O)Nc2cc(C)nc(C)n2)cc1
 : 1	85	1	1	9	1.1	2	-1	14
CCc1ccc(-n2c(CSc3nnnn3-c3ccccc3)nc3ccccc3c2=O)cc1
 : -3	95	-1	1.1	12	0.8	4	-4	2
CS(=O)(=O)N(Cc1ccccc1)c1ccccc1C(=O)O
 : 0	102	8	x	1	0.9	-2	-2	-5
Cc1nn(-c2ccccc2)c(Cl)c1/C=C(\CC(=O)O)c1nc2ccccc2s1
 : -2	x	-6	x	2	1.5	x	-2	x
O=C(NCC1(c2ccccc2)CCOCC1)c1ccc(Br)o1
 : -2	96	6	1.3	-13	1.3	0	-6	-3
Cn1c(-c2ccc(Br)o2)nc2ccccc21
 : 7	95	-4	1.1	14	1	5	-2	-7
NC(=O)CN1CCOCCOCCN(CC(N)=O)CCOCCOCC1
 : -1	121	x	1.2	x	x	-7	x	-9
CC1(C)Cc2c(sc3ncn(N)c(=N)c23)CO1
 : 9	x	8	x	-10	1.1	x	-2	x
COC(=O)Cc1cnc(NC(=O)C2C3CCC(C3)C2C(=O)O)s1 (stereo unspecified)
 : 1	108[fluorescence artefact?]	-4	1.1	-6	1.2	27[fluorescence artefact?]	0	13
O=C1CCCc2[nH]nc(-c3cccnc3)c21
 : 3	109	5	x	6	1.2	0	-6	-2
COC(=O)[C@H](Cc1ccccc1)NC(=O)NCC1CCCO1 (stereo partly specified)
 : 1	127	5	1.1	-10	0.9	-8[fluorescence artefact?]	0	-3
COC(=O)C1=C(O)C(C(=O)OC)C(c2ccc(C)cc2)C(C#N)(C#N)C1c1ccc(C)cc1 (stereo unspecified)
 : -2	93	x	1	x	x	-8	x	1
Cc1ccc(NC(=O)COC(=O)c2ccnn2C)cc1
 : x	101	13	1.4	-8	0.9	4[fluorescence artefact?]	-2	7[fluorescence artefact?]
O=C(O)c1ccccc1-c1ccccc1C(=O)NCc1ccco1
 : 3	86	3	1.3	-25	1.1	1	0	-2[fluorescence artefact?]
Cn1c(C(=O)N2CCCC(C(=O)NCc3cccs3)C2)cc2sccc21 (stereo unspecified)
 : 0	110	-2	1.2	-8	1	8[fluorescence artefact?]	-4	1[fluorescence artefact?]
COc1ccc(CCNS(=O)(=O)c2cccc3nsnc23)cc1OC
 : -3	107	9	1.1	x	x	1	x	0
CC(NC(=O)COc1ccccc1)C(=O)NC1=NCCS1 (stereo unspecified)
 : -1	111	5	1.1	-6	1.4	5	-3	9
CCOC(=O)CCc1c(C)nc2ncnn2c1C
 : -1	124	4	1.2	x	1.1	-9	x	-7
COc1ccc(Cl)cc1N/C(N)=N/c1nc(CSc2ccc(C)cc2)cc(=O)[nH]1
 : 1	133	-1	1	0	2.6*	17	-4	16
Cn1c(NC(=O)c2ccccc2)cc(=O)n(C)c1=O
 : -1	119	-2	1.1	-5	1.2	6	-5	2
N=C1C=CC=C2C1=NC1(CCCCC1)N2O
 : -1	123[fluorescence artefact?]	4	1.3	0	0.5	2[fluorescence artefact?]	-2	-5[fluorescence artefact?]
CCOc1cc(C2C3=C(CCCC3=O)NC3=C2C(=O)CCC3)cc(Cl)c1O
 : x	100	x	1.1	10	1	13	2	10
COc1cc(OC)nc(NC(=O)CSc2nnc(-c3ccccc3)n2C2CCCCC2)n1
 : 6	105	x	1	x	x	5[fluorescence artefact?]	x	1
C=CCC(NCc1ccco1)c1ccc(OC)cc1OC (stereo unspecified)
 : 8	116[fluorescence artefact?]	-3	1	-26	1	-14[fluorescence artefact?]	6	-3
CCNC(=S)N/N=C1\C(=O)c2cccc3cccc1c23
 : 3	x	-1	x	19	1	x	1	x
CCOC(=O)c1csc(NC(=O)c2ccc(OC)c(OC)c2)n1
 : 1	279*[fluorescence artefact?]	-5	1.2	6	1.1	-3[fluorescence artefact?]	-4	-24[fluorescence artefact?]
O=C(CCS(=O)(=O)c1cccc2nonc12)Nc1cccc2c1CCCC2
 : 1	107	0	x	13	0.8	-4	-2	-1
CC1CC1C(=O)OCc1cc(=O)n2cc(Br)ccc2n1 (stereo unspecified)
 : 0	89[fluorescence artefact?]	9	1.3	-4	1	22	-1	15
COc1ccc(N2CC(=O)N(c3ccc(OC)c(OC)c3)CC2=O)cc1OC
 : x	100	6	0.9	7	1.2	2[fluorescence artefact?]	-9	3

Going on with the list:
Second line of a record: FAK blocker	ERa coact pot	E coli WT exp	MT1-MMP txn act	Mac1 fbg inh	PLAP activator	ERb coact inh	Mac1 fbg enh	ERa SRC1 inh
c1cnc(Oc2ccc3oc4ccccc4c3c2)nc1
 : 5	x	4	1.6	0	1	x	0	x
COC(=O)c1sccc1-n1cccc1C(=O)C(=O)N1CCCCC1
 : 1	110[fluorescence artefact?]	-11	1.2	-15	1	-13	0	-11
O=C(CSc1nc2c(cnn2-c2ccc(F)cc2)c(=O)[nH]1)N1CCCc2ccccc21
 : 0	102	-12	1.1	6	1.2	3	-4	4
COC(=O)C(CCCCNC(=O)OCc1ccccc1)NC(=O)CN (stereo unspecified)
 : -1	114	1	1.1	-21	1	-11	1	91*[fluorescence artefact?]
COc1ccc(CCN2CCCn3c2nc2c3c(=O)n(Cc3ccccc3F)c(=O)n2C)cc1OC
 : 0	100[fluorescence artefact?]	-4	1.2	-5	1.3	35[fluorescence artefact?]	-4	26
O=c1ccn(-c2cccc(C(F)(F)F)c2)nc1-c1ccn(-c2ccccc2)n1
 : 7	x	1	x	-2	1.1	x	6	x
CN(C)CCNC=C(C(=O)Nc1ccc(Cl)cc1Cl)C(=O)Nc1ccc(Cl)cc1Cl
 : 7	x	-6	x	12	1.6	x	7	x
COc1ccc(N2C(=O)C3CCCN3C2c2ccc(C)o2)cc1Cl (stereo unspecified)
 : 0	103	5	1.3	7	1.1	-3	-5	-6
CCOC(=O)c1c(C)nc2c(c1-c1ccc(OC)c(OC)c1)C(=O)c1ccccc1-2
 : -2	x	-11	x	-1	0.9	x	-3	x
C=CCN1C(=O)C(Cc2cccc(C)c2)SC1=Nc1ccc(C(=O)O)cc1 (stereo unspecified)
 : -6	x	5	x	-7	1.1	x	-8	x
O=c1[nH]c2cc3c(cc2cc1C(c1nnnn1C1CCCC1)N1CCSCC1)OCCO3 (stereo unspecified)
 : -5	215*[fluorescence artefact?]	-5	1.1	0	1.3	10[fluorescence artefact?]	63	20
Brc1cc2c(cc1Cn1c(-c3cncs3)nc3ccccc31)OCO2
 : 0	177[fluorescence artefact?]	-3	1.1	4	1.1	9[fluorescence artefact?]	-1	8[fluorescence artefact?]
CON1C(=O)CN(C(C)=O)C1c1ccc(Cl)cc1Cl (stereo unspecified)
 : -1	96	-3	0.9	5	0.9	-3	-5	-2

Copied from the list.
CCOC(=O)c1c(C)nc2c(c1-c1ccc(OC)c(OC)c1)C(=O)c1ccccc1-2 @ FAK blocker: -2
O=c1ccn(-c2cccc(C(F)(F)F)c2)nc1-c1ccn(-c2ccccc2)n1 @ Mac1 fbg inh: -2

Three compounds from above with just Mac1 fbg inh and Mac1 fbg enh.
| compound | Mac1 fbg inh | Mac1 fbg enh |
| --- | --- | --- |
| COc1ccc(N2C(=O)C3CCCN3C2c2ccc(C)o2)cc1Cl (stereo unspecified) | 7 | -5 |
| c1cnc(Oc2ccc3oc4ccccc4c3c2)nc1 | 0 | 0 |
| O=C(CSc1nc2c(cnn2-c2ccc(F)cc2)c(=O)[nH]1)N1CCCc2ccccc21 | 6 | -4 |
